SDO1 yeast rescue: growth rescue of sdo1-depleted yeast, primary screen, S. cerevisiae, bone marrow failure model; z-score at 10 µM; actives 0.21% (n = 140,000); S. cerevisiae sdo1-depleted JHY4D growth rescue, OD600 30 h; stronger effect = higher value; pdr5 snq2 efflux-pump mutant strain;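 active = z-score above 3 at both the 24 hr and the 30 hr optical density reads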;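 also: z-score against mean and SD of all compound wells on the same plate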
INS promoter inh: inhibitors of insulin promoter-driven GFP, primary screen, imaging, TRM-6 cells (human fetal islet line), eGFP reporter, cell count; reporter expression induced with tamoxifen; inhibition, % at 2 µM; actives 0.9% (n = 130,000); AID 1273, 2008;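 active = inhibition above the mean plus 3 SD, with well images judged a real hit on visual review, cut at about 60% in these data, passing the limit was not always enough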
SDO1 yeast rescue Rescue 24 h: recorded beside SDO1 yeast rescue, whose call it bears; z-score; S. cerevisiae sdo1-depleted JHY4D growth rescue, OD600; measured here: growth rescue at 24 h;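 0 is the plate mean of compound wells and units are plate SD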
Numbers without * were called inactive; . = no result given; & = joins results of further samples; ! = a repeat was not active. Some of the compounds tested, so the mix of outcomes need not match the whole.

The opening 2 entries, to show the layout:
Values run as follows: SDO1 yeast rescue | SDO1 yeast rescue Rescue 24 h | INS promoter inh
- Cc1cc(C)nc(-n2c(C)nc3cc(Cl)ccc3c2=O)c1
  -0.18 | -0.65 | -9.4
- C=CCn1c(O)c(C(CC)=Nc2ccc(N(CC)CC)cc2)c(=O)[nH]c1=O
  -0.79 | -0.7 | -14.3

The whole of this part, previewed entries included:
Values run as follows: SDO1 yeast rescue | SDO1 yeast rescue Rescue 24 h | INS promoter inh
- Cc1cc(C)nc(-n2c(C)nc3cc(Cl)ccc3c2=O)c1
  -0.18 | -0.65 | -9.4
- C=CCn1c(O)c(C(CC)=Nc2ccc(N(CC)CC)cc2)c(=O)[nH]c1=O
  -0.79 | -0.7 | -14.3
- Cc1ccc(NP(=O)(Oc2ccccc2F)Oc2ccccc2F)cc1C
  -1.43 | -0.96 | .
- COc1ccc(C(=O)C2(C)N(O)C(C)C(c3cccs3)=[N+]2[O-])cc1 (stereo not drawn)
  0.78 | 0.25 | 7.7
- CC(C)[C@@]1(NC(=O)[C@@H]2C=C3c4cccc5[nH]cc(c45)C[C@H]3N(C)C2)O[C@@]2(O)[C@@H]3CCCN3C(=O)[C@H](Cc3ccccc3)N2C1=O
  -0.79 | 0.86 | -222.7
- O=c1c2ccccc2ncn1-c1ccc([N+](=O)[O-])c(C(F)(F)F)c1
  0.47 | -0.08 | 14.8
- CCCc1nc2ccccc2c(=O)n1-c1ccc(OC)cc1
  -1.04 | -0.37 | 0.0
- C=CCn1c(O)c(C(C)=NCCC2=CCCCC2)c(=O)[nH]c1=O
  -1.13 | -1.11 | -24.1
- CC(C)(C)C(=O)OC[N+](C)(C)CCOC(=O)C(O)(c1ccccc1)C1CCCC1 (stereo not drawn)
  . | . | -71.4
- O=C1CCCN1C(=O)c1cncc(Br)c1
  0.17 | -0.15 | -34.8
- CCSc1nnc(C(N)Cc2ccccc2)o1 (stereo not drawn)
  0 | -0.06 | -5.6
- CC(=O)C1C(=O)NC23CCCCC2C1c1ccccc1O3 (stereo not drawn)
  0.22 | -0.55 | -231.2
- COc1ccccc1OCC(=O)N1CCN(Cc2ccc3c(c2)OCO3)CC1
  . | . | 46.7
- Cc1nn(Cc2ccc(Cl)cc2Cl)c(Cl)c1C(=O)Nc1ccc(OC(F)F)cc1
  -0.22 | 1.24 | -3.3
- CN(C)C(=O)Oc1ccc(-c2cn3cc(C(F)(F)F)ccc3n2)cc1
  -1.51 | -1.48 | -8.3
- Cc1cc(C(=O)N=Nc2c(O)n(C)c3ccccc23)c(C)o1
  -0.12 | 0.96 | -31.0
- Cc1ccccc1-n1c(O)c(C=Nc2ccc(N(C)C)cc2)c(=O)[nH]c1=O
  1.84 | 0.87 | -46.1
- CCS(=O)(=O)N1CCC(C(=O)N2CCC3(CC2)OCCO3)CC1
  2 | 0.37 | .
- CCCCCc1nc2c(c(=O)c3ccccc3n2C)c(=O)n1C1CCCCCC1
  -2 | -1.94 | .
- COC(=O)C1=CO[C@@H](C)[C@@H]2CN3CC[C@@]4(C(=O)Nc5ccccc54)[C@@H]3C[C@H]12
  -0.03 | 0.99 | 28.6
- O=C(c1cc2c(s1)-c1ccccc1OC2)N1CCC2(CC1)OCCO2
  0.86 | 1.79 | .
- OC(c1ccccc1)(c1ccccc1)C1CCNCC1
  -2.91 | -2.01 | -400.0
- Cn1c(NN=O)nc2ccccc21
  . | . | 56.1
- Cc1ccc(-n2c(-c3cccs3)nc3ccccc3c2=O)cc1
  -1.63 | -1.51 | .
- O=C(NCc1ccccn1)c1ccccc1Cl
  0.38 | 1.76 | -45.5
- CC/C(=C\C=C\[C@@H]1C=C[C@@H]2CCC[C@H]2[C@@H]1C(=O)c1ccc[nH]1)[C@@H]1O[C@@H]([C@@H](C)C(=O)O)CC[C@@H]1C
  0.86 | 0.26 | -20.0
- COc1ccc(CC[n+]2cc(/N=C(\C)[O-])on2)cc1OC
  2.72 | 2.52 | 62.5
- O=C(CNS(=O)(=O)c1cccs1)N1CCC2(CC1)OCCO2
  0.32 | -0.38 | 0.0
- COc1cc2ccc(=O)oc2c2ccoc12
  0.32 | -0.29 | 23.8
- CN1C(=O)C(=Cc2ccc(N3CCOCC3)o2)C(=O)N(C)C1=O
  0.38 | 0.5 | -43.3

One compound at a time (already shown).
O=C(c1cc2c(s1)-c1ccccc1OC2)N1CCC2(CC1)OCCO2 as listed: SDO1 yeast rescue = 0.86; SDO1 yeast rescue Rescue 24 h = 1.79; INS promoter inh = .
CN1C(=O)C(=Cc2ccc(N3CCOCC3)o2)C(=O)N(C)C1=O as listed: SDO1 yeast rescue = 0.38; SDO1 yeast rescue Rescue 24 h = 0.5; INS promoter inh = -43.3
COc1ccc(CC[n+]2cc(/N=C(\C)[O-])on2)cc1OC as listed: SDO1 yeast rescue = 2.72; SDO1 yeast rescue Rescue 24 h = 2.52; INS promoter inh = 62.5

(cont.)
Values run as follows: SDO1 yeast rescue | SDO1 yeast rescue Rescue 24 h | INS promoter inh
- Cc1c(Cl)cccc1NC(=S)N1CC2CC(C1)c1cccc(=O)n1C2 (stereo not drawn)
  0.14 | -0.55 | .
- Cc1ccc(-n2c(C)cc(/C=C3\C(=O)NC(=O)N(C)C3=O)c2C)cc1C
  0.78 | 0.74 | -37.8
- CCN1CCN(Cc2nnnn2C(C)(C)C)CC1
  1.27 | 1.42 | -54.3
- C/C(CC(c1ccccc1)c1c(O)c2ccccc2oc1=O)=N\NC(N)=S (stereo not drawn)
  0.19 | -0.34 | -57.1
- C[N+]12CN3CN(CN(C3)C1)C2
  -0.64 | -0.34 | 42.9
- O=C(CN1C(=O)CN=C(c2ccccc2Cl)c2cc(Cl)ccc21)NCc1ccco1
  -1.36 | -0.03 | 21.4
- OCC12CO[C@@H]3c4ccccc4[C@H](OC1)N32 (stereo partly drawn)
  1.01 | 0.73 | -28.8
- CC1CCCC(C)N1/N=C/c1c[nH]c2ccc(Br)cc12 (stereo not drawn)
  -1.71 | -0.97 | .
- Cc1ccc(C(=O)C2CN(C)CC2C(=O)c2ccc(C)cc2)cc1 (stereo not drawn)
  1.21 | -0.14 | 12.9
- Cc1ccc(O)c(C(=O)c2cc(C(=O)NCCC(C)C)c(=O)n(CCC(C)C)c2)c1
  . | . | 5.0
- Nc1cc(Cl)c2nonc2c1[N+](=O)[O-]
  0.18 | -0.26 | 25.8
- Cn1c(O)c(/C=N/N2CCCCC2)c(=O)[nH]c1=O
  1.49 | 0.33 | 43.8
- CNP1(NC)=Nc2nn(-c3ccccc3)c(N)c2C(c2ccccc2)=N1
  0.38 | 0.39 | .
- CCOC(=O)C1SC2(C(F)(F)C(F)F)CC1(O)c1c(c(OC)c3occc3c1OC)O2 (stereo not drawn)
  -1.37 | -0.82 | 33.3
- O=C(N/N=C1/CN2CCC1CC2)c1cc2ccccc2cc1O
  0.72 | 0.38 | -18.9
- CCCCOc1ccc(CN2CCN(CC)CC2)cc1
  -0.1 | -0.98 | -7.1
- CN(C(=O)Oc1ccc([N+](=O)[O-])cc1)c1ccccc1
  -0.21 | -0.59 | 32.4
- CC(=O)Nc1ccc(S(=O)(=O)NC(CC(=O)N2CCC3(CC2)OCCO3)C(C)C)cc1 (stereo not drawn)
  2.58 | 4.67 | 3.0
- COc1cc(Br)cc(CN2CCN(C)CC2)c1O
  0.52 | -0.46 | 60.0
- CCCC[n+]1cc(/N=C(\[O-])OC)on1
  0.86 | 1.13 | 57.1
- CCCCN1C(=O)/C(=C/C=C/c2ccco2)C(=O)NC1=S
  -1.56 | -1.43 | .
- CCCCCCn1c(N)c(C(=O)NCCN2CCOCC2)c2nc3ccccc3nc21
  -1.54 | -1.17 | .
- CC(C)n1cc(C(=O)N(CC(=O)NC(C)(C)C)Cc2ccccc2)cn1
  1.46 | 1.77 | -138.9
- CCc1ccc(N2C(=O)NC(=O)C(CCc3ccncc3)(CCc3ccncc3)C2=O)cc1
  1.14 | 1.18 | -81.2
- Cc1cccc(N2CCc3c2nc2ccccc2c3N)c1
  1.13&-0.12 | 1.58&-0.61 | 63.6
- CC(=O)OC1(c2ccccc2)CCN(C)C2CCCCC21 (stereo not drawn)
  0.3 | -0.02 | 30.8
- CN(C)c1ccc(C=C2C(=O)NC(=S)NC2=O)cc1[N+](=O)[O-]
  . | . | 26.7
- COc1ccc(CCn2c(O)c(C=NCCCN(C)C)c(=O)[nH]c2=O)cc1OC
  1.03 | 0.59 | 21.6
- COCCN1Cc2cc(=O)n3c([nH]c4ccccc43)c2C1=N
  . | . | -109.1
- CCC(COC(=O)NC)NC(=O)Oc1ccccc1 (stereo not drawn)
  1.34 | 1.25 | -2.9
- O=C1C2CCN(CC2)C1Cc1ccc(OCCOc2ccccc2)cc1 (stereo not drawn)
  0.02 | -0.03 | 7.7
- Cc1ccc(C(=O)n2cc(CCN3CCS(=O)(=O)CC3)c3ccccc32)cc1
  -0.17 | 0.08 | -46.0
- COc1ccc2c(c1)c(C(=O)CN1CCN(C)CC1)c(C)n2Cc1ccccc1
  -0.74 | -0.52 | .
- COC(=O)C1=CCCN(C)C1
  . | . | 20.0
- CCCCn1c(O)c(C=NC2CCCCC2N)c(=O)[nH]c1=O (stereo not drawn)
  0.26 | -0.54 | -17.2
- CNC(=O)OCc1n(C)cc[n+]1C
  0.19 | 0.33 | 41.7
- Cc1cccnc1-n1c(-c2ccccc2)nc2ccccc2c1=O
  -0.09 | -0.08 | 9.7
- CN1CCN(c2ccc([N+](=O)[O-])c(SCCO)c2)CC1
  . | . | 8.3
- CC1(C)COC(Nc2cccc(Cl)c2)=N1
  -0.12 | -0.6 | 3.3
- CN(C)C(Cc1ccc(Cl)cc1)C(=O)c1ccccc1 (stereo not drawn)
  1.25 | 0.99 | .
- COc1ccc2c3c([nH]c2c1)C(C)=NCC3
  -0.46 | -0.55 | -50.0
- CCOC(=O)C1=C(C)OC(N)=C(C#N)C12C(=O)Nc1ccc(C)cc12 (stereo not drawn)
  0.76 | 0.58 | .
- CCCCN1CCC(C#N)(Nc2ccccc2)CC1
  0.22 | 0.08 | -9.1
- COc1ccccc1-n1c(O)c(C=Nc2c(C)n(C)n(-c3ccccc3)c2=O)c(=O)[nH]c1=O
  -0.03 | -0.12 | 23.1
- C=Cn1ccnc1P(=S)(c1ccc(Cl)cc1)c1nccn1C=C
  . | . | -71.4

Single values from the results shown:
Under INS promoter inh, C=Cn1ccnc1P(=S)(c1ccc(Cl)cc1)c1nccn1C=C has -71.4
Under INS promoter inh, COc1ccccc1-n1c(O)c(C=Nc2c(C)n(C)n(-c3ccccc3)c2=O)c(=O)[nH]c1=O has 23.1

Nothing new here: 4 of the compounds above.
Values run as follows: SDO1 yeast rescue | SDO1 yeast rescue Rescue 24 h | INS promoter inh
- CN1CCN(c2ccc([N+](=O)[O-])c(SCCO)c2)CC1
  . | . | 8.3
- CC1(C)COC(Nc2cccc(Cl)c2)=N1
  -0.12 | -0.6 | 3.3
- CN(C)C(Cc1ccc(Cl)cc1)C(=O)c1ccccc1 (stereo not drawn)
  1.25 | 0.99 | .
- COc1ccc2c3c([nH]c2c1)C(C)=NCC3
  -0.46 | -0.55 | -50.0

(continued)
Values run as follows: SDO1 yeast rescue | SDO1 yeast rescue Rescue 24 h | INS promoter inh
- O=c1[nH]c(=O)n(CCC2=CCCCC2)c(O)c1C=NCc1cccnc1
  -0.68 | -0.8 | -92.3
- Cc1cc2c(C(C)C)c(O)c(O)c(C=O)c2c(O)c1-c1c(C)cc2c(C(C)C)c(O)c(O)c(C=O)c2c1O
  0.51&0.67 | 1.75&2.28 | 61.9*!
- O=C1NC(=O)C(CCc2ccncc2)(c2ccccc2)C(=O)N1
  1.51 | 1.49 | 4.0
- O=P(O)(O)C#Cc1ccccc1
  0.63 | 0.7 | -3.9
- CC[N+](CC)(CC)CCCCCCCCCC[N+](CC)(CC)CC
  0.06 | -0.01 | 0.0
- O=[N+]([O-])NC1=NCN(Cc2ccco2)CN1Cc1ccco1
  1.53 | 1.82 | -22.6
- CN(C)c1ccc(/C=C2/C(=O)NC(=O)N(Cc3ccco3)C2=O)cc1
  -0.05 | -0.61 | .
- Cc1ccc(Cn2nnnc2CN2CCC(n3nnc4ccccc43)CC2)cc1
  -0.89 | -0.32 | -37.5
- O=C(/C=C/C=C/c1ccccc1)CC1(O)C(=O)Nc2ccccc21 (stereo not drawn)
  . | . | 2.3
- COc1ccc(C(O)c2cc(OC)ccc2OP(=O)(N(C)C)N(C)C)cc1 (stereo not drawn)
  -0.15 | -0.34 | 8.3
- Nc1ccccc1C(=O)OCC(=O)N1CCc2ccccc21
  -0.26 | 0.7 | -46.4
- Cc1ccccc1OCCN=Cc1c(O)n(C)c(=O)n(C)c1=O
  0.49 | 0.07 | 10.3
- CCCC(C)C1(CC)C(=O)NC(=Nc2ccccc2)NC1=O (stereo not drawn)
  -0.12 | -0.99 | -19.1
- OC1(c2ccc(F)cc2)CC2CCC(C1)N2Cc1nnnn1C1CCCC1 (stereo not drawn)
  0.27 | -0.42 | 11.1
- O=C1CCCC2=C1C(c1cccnc1)Nc1ccccc1N2 (stereo not drawn)
  -0.71 | -0.92 | 18.2
- COc1cccc(C(=O)C2CCCN(C3CCOCC3)C2)c1 (stereo not drawn)
  . | . | 45.0
- Cc1ccccc1CN1CCN(Cc2ccccc2)CC1
  . | . | -20.0
